# MITF inh: MITF inhibitors, primary screen, biochemical, AlphaScreen, human; Microphthalmia-associated transcription factor (Homo sapiens), O75030; AlphaScreen MITF homodimerization, bead proximity signal; inhibition, % at 2.6 µM; actives 0.91% (n = 650,000); in the data active = inhibition above about 50%;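 also: 0% = vehicle wells with protein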
# FBW7 activator: FBW7 E3 ligase activators, primary screen, biochemical, AlphaScreen, human. F-box/WD repeat-containing protein 7 (Homo sapiens), Q969H0. AlphaScreen FBW7–phospho-cyclin E peptide binding, activator screen. normalized activity (activation), % at 26.1 µM. actives 0.13% (n = 650,000). AID 1259310, 2017; in the data active = normalized activity above about 1.9%;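 also: purified mutant Fbw7 with reduced substrate affinity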
# Target sequence (Q969H0 whole entry, looked up): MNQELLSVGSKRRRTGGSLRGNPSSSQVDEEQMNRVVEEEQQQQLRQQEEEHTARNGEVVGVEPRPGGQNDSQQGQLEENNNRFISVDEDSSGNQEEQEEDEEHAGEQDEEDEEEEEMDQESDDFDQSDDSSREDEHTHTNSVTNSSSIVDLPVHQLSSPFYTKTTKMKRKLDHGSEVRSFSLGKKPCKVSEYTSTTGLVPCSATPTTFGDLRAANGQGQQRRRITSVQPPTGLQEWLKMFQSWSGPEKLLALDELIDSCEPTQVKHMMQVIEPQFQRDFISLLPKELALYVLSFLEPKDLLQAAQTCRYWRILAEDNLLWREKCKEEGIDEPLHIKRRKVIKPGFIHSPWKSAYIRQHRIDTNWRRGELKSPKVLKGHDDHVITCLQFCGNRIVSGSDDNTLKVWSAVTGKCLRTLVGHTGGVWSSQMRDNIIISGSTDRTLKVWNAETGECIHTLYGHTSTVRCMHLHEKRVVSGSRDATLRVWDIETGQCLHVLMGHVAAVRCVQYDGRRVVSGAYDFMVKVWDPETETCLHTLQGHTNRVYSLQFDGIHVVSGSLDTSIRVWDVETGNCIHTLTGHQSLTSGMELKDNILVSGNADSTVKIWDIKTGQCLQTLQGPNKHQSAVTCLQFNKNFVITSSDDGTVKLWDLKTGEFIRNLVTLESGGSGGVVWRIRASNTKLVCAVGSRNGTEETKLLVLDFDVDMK
# GPR151 activ: activators of human GPR151, primary screen, cell-based, PathHunter beta-arrestin, luminescence; actives 1% (n = 650,000); PathHunter beta-arrestin GPR151 cells; activation, % at 11.2 µM; in the data active = activation above about 4.9%;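 also: 0% = median of compound wells and 100% = cells with positive control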
# Target sequence (Q8TDV0 whole entry, looked up): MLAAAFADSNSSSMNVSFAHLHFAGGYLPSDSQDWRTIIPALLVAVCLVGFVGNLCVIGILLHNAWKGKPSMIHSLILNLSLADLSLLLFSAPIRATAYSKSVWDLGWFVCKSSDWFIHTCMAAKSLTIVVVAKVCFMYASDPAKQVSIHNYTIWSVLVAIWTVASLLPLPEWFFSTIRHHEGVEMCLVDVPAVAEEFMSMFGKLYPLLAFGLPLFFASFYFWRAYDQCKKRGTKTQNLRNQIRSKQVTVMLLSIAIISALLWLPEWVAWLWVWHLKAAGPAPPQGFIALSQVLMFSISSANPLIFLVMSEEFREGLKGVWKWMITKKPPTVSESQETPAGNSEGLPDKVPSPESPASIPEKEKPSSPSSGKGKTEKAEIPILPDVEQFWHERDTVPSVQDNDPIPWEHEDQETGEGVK
# TEAD-YAP block: TEAD-YAP interaction inhibition, primary screen, TEAD-YAP interaction inhibitor project, luminescence, HEK-TIYL cells; TEAD-Gal4/YAP UAS-luciferase luminescence; inhibition, % at 9.12 µM; actives 1.4% (n = 640,000); in the data active = inhibition above about 32%;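 also: 0% = median of test compound wells and 100% = reference inhibitor wells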
# * hit, by the source's call; & = joins results of further samples. Compounds as they come; any-hit rate near 3.4%.
# Every second line gives: MITF inh	FBW7 activator	GPR151 activ	TEAD-YAP block
COCc1nnc(NC(=O)/C=C/c2ccc(OC)c(OC)c2)s1
    -3	0.0	-1.9	3
CCOC(=O)N1CCN(S(=O)(=O)c2ccc(C(=O)Nc3nc(-c4ccc(OC)c(C)c4)cs3)cc2)CC1
    -4	0.0	3.1	6
CC1CCC2C(=O)N(c3cccc(OC(=O)c4ccc(Cl)cc4)c3)C(=O)C2C1 (configuration not stated)
    1	0.2	-1.9	-4
Cc1ccc(OCc2nnc(SCC(=O)N3CCCCC3)n2C)cc1
    16	1.2	0.0	-7
C=CCOc1ccc(NC(=O)C2CC(=O)N(Cc3ccc(C(C)C)cc3)C2)cc1 (configuration not stated)
    4	0.0	0.3	6
Cc1nnc(NC(=O)c2ccc(Cl)cc2[N+](=O)[O-])s1
    0	0.5	1.2	-21
C=CCN1CCN(c2c(Cl)cccc2NC(=O)c2ccc([N+](=O)[O-])o2)CC1
    1	-0.2	2.0	-8
c1ccc(Oc2ccccc2-c2cnc3c(N4CCOCC4)nccn23)cc1
    12	0.2	-0.9	1
CC(C)N(CCNc1nc(NC2CCN(Cc3ccccc3)CC2)nc2nc[nH]c12)C(C)C
    -8	-0.1	1.0	9
CCOc1cc(C)c(C(C)C)cc1S(=O)(=O)n1cnc(C)c1
    -2	0.1	0.1	0
Cn1ccnc1SCCNC(=O)c1cc(COc2ccc(F)cc2Cl)on1
    13	0.1	0.0	-2
CC1CCN(Cc2nnnn2CC(=O)N(C)CC2CCCN2C)CC1 (configuration not stated)
    2	0.1	0.2	3
CS(=O)(=O)N(CC(=O)Nc1ccccc1Br)c1cccc2ccccc12
    1	0.0	0.2	-9
ClCc1cc(Cl)c2c(c1)OCCCO2
    9	0.1	1.2	7
Cc1cccc(NC(=S)N(Cc2ccccc2)Cc2ccccn2)c1
    -6	-0.2	1.6	-12
Cc1ccc(-c2cc(C(F)(F)F)n3nc(C(=O)NCc4ccccc4)c(Cl)c3n2)cc1
    0	-0.1	1.1	11
CCOc1ccc(NC(=S)NCC(C)C)cc1
    21	0.0	-1.6	-9
CCOC(=O)CS(=O)(=O)c1ccc(C(=O)OCC)cc1[N+](=O)[O-]
    5	-0.1	-1.8	-8
O=C1C2CCCC1C(c1ccc3c(c1)OCO3)NC2c1ccc2c(c1)OCO2 (configuration not stated)
    -15	0.1	-0.6	2
Cc1cccc(N(CC(=O)NC2CC2)S(=O)(=O)c2ccccc2)c1C
    4	0.0	1.9	-6
CCOc1ccc(CN2CCN(Cc3nc(C(C)C)cs3)CC2CCO)cc1 (configuration not stated)
    3	0.5	1.1	5
CCOC(=O)c1c(C)[nH]c(C(=O)Nc2ccc(F)c(F)c2F)c1C
    9	0.3	-1.6	-63
COC(=O)C(C)NC(=O)CC12CC3CC(CC(C3)C1)C2 (configuration not stated)
    4	0.1	0.0	0
COc1ccc(CC(=O)Nc2c3c(nn2-c2ccc(F)cc2)CSC3)cc1OC
    -3	0.0	2.2	16
O=C(CCCc1nc2ccccc2c(=O)[nH]1)Nc1ccccc1N1CCOCC1
    3	-0.1	0.9	7
O=C(CSc1ncnc2sc3c(c12)CCCC3)c1ccccc1F
    -14	0.1	0.7	-6
NC(=O)n1c(CCC(=O)O)nc2sc3c(c2c1=O)CCC3
    78*	-0.3	-0.4	-10
O=C(O)c1ccccc1S(=O)(=O)Cc1ccccc1
    5	0.2	1.3	1
O=C1c2cccc3cccc(c23)C(=O)N1OS(=O)(=O)c1cccc2cccnc12
    -15	0.1	-0.6	15
COc1ccc(Nc2nc(-c3cc4c(ccc5ccccc54)oc3=O)cs2)c(OC)c1
    -2	-0.1	0.7	-2

# Continued.
# Every second line gives: MITF inh	FBW7 activator	GPR151 activ	TEAD-YAP block
Cc1ccc(CN2CCN3C(=O)[C@H](CC(C)C)NC(=O)[C@H]3C2)c(C)c1
    -3	-0.1	2.1	-6
O=C(OCc1nc2ccccc2s1)c1coc2ccccc2c1=O
    5	0.1	-0.4	-2
CC(C)N(CCNc1ncnc2c1nc(-c1csc3ccccc13)n2C(C)C)C(C)C
    6	0.0	-0.7	-4
Cc1ccc(-n2nc3ccc(NC(=O)c4cnccn4)cc3n2)cc1
    -1	-0.2	0.4	-1
CCOC(CNC(=O)Cn1ncc2ccsc2c1=O)OCC
    11	0.9	-0.9	-3
CC1=C(C(=O)Nc2ccccc2)C2(CCCCC2)C(C#N)=C2SC3=C(CCCC3)N12
    23	-0.1	-0.6	-2
COC(=O)C(NC(=O)Nc1ccc(OC(F)(F)F)cc1)(Nc1cccc(C)c1Cl)C(F)(F)F (configuration not stated)
    -14	0.1	-0.1	-2
COc1ccc(C2(CNCC(O)COc3ccccc3)CCCC2)cc1OC (configuration not stated)
    12	0.1	-0.1	-10
COc1ccc(C(=O)Nc2cccc(NC(=O)c3cccc(Cl)c3)c2)cc1OC
    9	0.1	-0.2	0
CC1=C(C(=O)Nc2ccccc2C)C(c2ccc3c4c(cccc24)CC3)NC(=O)N1 (configuration not stated)
    9	-0.1	1.1	-10
CCN(CC)c1ccc(NS(=O)(=O)c2cc(Br)cc3c2N(C(C)=O)CC3)c(C)c1
    10	-0.1	0.1	10
COc1c(Cl)cc(C(=O)Nc2nnc(C)s2)cc1Cl
    11	0.6	-1.6	5
Cc1cc(C)n(C(C)C(=O)NCC2CCC3(CCN(C(=O)CC(C)C)CC3)O2)n1 (configuration not stated)
    1	0.1	1.2	2
Cc1cccc2cc(CN(CCO)C(=O)Nc3ccccc3)c(=O)[nH]c12
    18	-0.2	-0.8	4
CC1=C(C(=O)OC2CCCC2)C(c2cccc(Cl)c2Cl)C2=C(CCCC2=O)N1 (configuration not stated)
    8	-0.2	-1.0	1
O=C(CNC(=O)c1ccncc1)N=Nc1c(O)n(Cc2ccccc2)c2ccccc12
    8	0.3	-0.4	8
Cc1cc(=O)[nH]c(NCc2ccc(Cl)cc2)n1
    8	-0.1	1.4	-9
CCOC(=O)C1C(=O)NC(SCC(=O)Nc2ccc(C)c(C)c2)=C(C#N)C1c1ccccc1OC (configuration not stated)
    5	0.1	-1.1	10
CCOc1ccc(NC(=O)CSc2nc3ccccc3n2S(=O)(=O)c2ccc(C)cc2)cc1
    4	-0.1	1.4	1
Cc1ccc2nc(NCc3ccccc3Cl)c3nncn3c2c1
    9	0.3	-0.4	-4
Cc1cccc(NC(=O)NCCCNc2nc3cc4c(cc3cc2C#N)OCO4)c1
    1	0.0	-0.3	-2
Cc1ccccc1S(=O)(=O)Nc1cc2c3c(oc2c2ccccc12)CCC(C(C)(C)C)C3 (configuration not stated)
    -16	0.2	-0.3	17
CS(=O)(=O)NCCCNc1c(Cl)cccc1[N+](=O)[O-]
    2	-0.1	0.8	-3
COc1ccc(Cl)cc1NC(=O)Cn1cc(OC)c(=O)cc1CN1CCN(C(C)=O)CC1
    9	0.0	-0.3	-4
Cc1nc(C)n(CC(=O)N2CCC3(CC2)CC3C(=O)NCCCc2ccccc2)n1 (configuration not stated)
    -5	-0.2	-0.8	2
CCN(CC)C1N(C(=O)c2ccccc2)N=C2c3ccccc3S(=O)(=O)N21 (configuration not stated)
    14	0.5	-2.0	-7
CC(C)(C)n1nnnc1CN1CCN(c2ccccc2)CC1
    9	0.1	-0.5	9
COc1ccc(NC(=O)COc2ccc3c(C)cc(=O)oc3c2C)cc1
    -3	0.0	-0.3	13
CCN(CC)C(=O)c1ccc(C(=O)c2ccccc2)o1
    9	-0.2	3.1	-34
CC(NC(=O)COc1ccc(/C=N/NC(=O)c2ccccc2O)cc1)c1ccccc1 (configuration not stated)
    2	-0.1	0.6	-34

# The list goes on.
Molecule,MITF inh,FBW7 activator,GPR151 activ,TEAD-YAP block
O=C(Nc1cccc(F)c1)C1CC12CCN(C(=O)c1ccoc1)CC2 (configuration not stated),3,-0.2,-0.7,-11
O=C(CC1C(=O)NCCN1CC1CCCCC1)NCCCc1cccnc1 (configuration not stated),10,0.0,-0.2,5
CCOc1cc(/C=c2/sc3nc4cc(C)c(C)cc4n3c2=O)ccc1OCc1ccc(Cl)cc1Cl,-1,0.1,1.9,15
Cc1cc(=O)n2c(C(=O)Nc3ccccc3)c(C(=O)Nc3ccccc3)sc2n1,4,0.0,0.4,-9
Cc1nc2c(-c3ccc(Cl)cc3)c[nH]n2c(=O)c1Cl,14,0.0,-0.8,-5
O=C1CC(NC(=O)N2CCCc3ccccc32)CN1c1ccc(F)cc1 (configuration not stated),2,-0.2,0.8,-1
COc1ccc(C(=O)NC2(C(F)(F)F)NC(=O)N(c3ccccc3F)C2=O)cc1OC (configuration not stated),-8,-0.1,0.1,-3
O=C(CC1C(=O)NCCN1Cc1ccc2ccccc2c1)NCc1ccncn1 (configuration not stated),5,-0.1,0.6,11
CCOc1ccc(/C=C2\NC(=O)NC2=O)c2ccccc12,18,0.0,-0.1,-11
O=[N+]([O-])c1ccc(N2CCN(S(=O)(=O)c3ccccc3)CC2)cc1N1CCCCC1,11,0.5,-0.5,-1
O=C(CN1CCC(C(=O)c2ccc3c(c2)OCCO3)CC1)NCc1cccs1,-2,-0.1,-0.4,-1
COc1ccc(OC)c(C2NC(=S)NC(C)=C2C(=O)OCCOc2ccccc2)c1 (configuration not stated),9,0.3,-0.1,9

# The list goes on:
Molecule,MITF inh,FBW7 activator,GPR151 activ,TEAD-YAP block
COC(=O)c1ccc(NC(=O)/C(=C\c2cccc([N+](=O)[O-])c2)NC(=O)c2cc(OC)ccc2Br)cc1,7,0.1,0.8,-8
CCCCN(Cc1ccccc1)C(=O)CN1C(=O)C2C3C=CC(C3)C2C1=O (configuration not stated),7,0.1,-0.6,5
CCOC(=O)c1ccc(NC(=O)c2cn(CCC#N)nc2-c2ccc(OC)cc2)cc1,3,0.5,-0.6,0
COc1ccc(-c2n[nH]c(=S)n2/N=C/C=C/c2ccco2)cc1OC,38,0.0,-0.5,1
CC(=O)Nc1ccc(OC(=O)c2ccccc2)cc1,2,0.3,0.0,-6
Nc1cc(C(F)(F)F)ccc1Oc1ccccc1-c1ccccc1,6,0.0,2.7,-12
O=C(CN1CCN(C2c3ccccc3-c3ccccc32)CC1)Nc1ccc2c(c1)OCCO2,-8,-0.2,0.6,8
COc1ccc(CCNC(=S)Nc2ccc(C(C)=O)cc2)cc1,-7,0.9,-0.9,3
O=C(O)Cc1cccc(C(=O)Nc2ccc3c(c2)OCO3)c1,1,0.0,-1.4,1
O=C(O)C(Cc1c[nH]c2ccccc12)NS(=O)(=O)c1ccccc1 (configuration not stated),5&6,-0.8&0.0,-0.1&0.7,-12&-2
O=C(O)c1cc(=O)n(CN2CCN(CCO)CC2)c(=O)[nH]1,7,-0.1,-0.1,-8
COc1ccc(S(=O)(=O)Cc2ccc(C(=O)NC3CCCCCC3)o2)cc1,22,0.6,0.2,10

# A draw from above in order of count of non-hydrogen atoms, ascending:
Molecule,MITF inh,FBW7 activator,GPR151 activ,TEAD-YAP block
COc1ccc(Nc2nc(-c3cc4c(ccc5ccccc54)oc3=O)cs2)c(OC)c1,-2,-0.1,0.7,-2
COc1ccc(Cl)cc1NC(=O)Cn1cc(OC)c(=O)cc1CN1CCN(C(C)=O)CC1,9,0.0,-0.3,-4
CCOC(=O)C1C(=O)NC(SCC(=O)Nc2ccc(C)c(C)c2)=C(C#N)C1c1ccccc1OC (configuration not stated),5,0.1,-1.1,10

# (list continues)
Molecule,MITF inh,FBW7 activator,GPR151 activ,TEAD-YAP block
C/C(=N\N=C1/NC(=O)CS1)c1c[nH]c2ccccc12,12,-0.1,-0.9,8
C=CCNC(=O)Cc1ccc([N+](=O)[O-])cc1,11,0.1,-1.2,0
Cc1ccccc1OCCOCCN1CCN(C)CC1,73*,-0.1,-1.3,-3
Cc1ccc(OCCN(C)C(=O)CCc2nnc(-c3cc(C)oc3C)o2)cc1,-13,0.0,-0.6,-71
O=C(Nc1cc(Br)ccc1O)c1noc2c1CCCCC2,0,0.1,-1.7,-27
CC(O)(CS(C)(=O)=O)c1cccc([N+](=O)[O-])c1 (configuration not stated),-8,-0.1,-0.9,4
COc1nc(NCc2ccccc2)nc(NCc2cccnc2)n1,3,0.0,0.2,-14

# A section of the results above, as a working copy:
Molecule,MITF inh,FBW7 activator,GPR151 activ,TEAD-YAP block
Nc1cc(C(F)(F)F)ccc1Oc1ccccc1-c1ccccc1,6,0.0,2.7,-12
O=C(CN1CCN(C2c3ccccc3-c3ccccc32)CC1)Nc1ccc2c(c1)OCCO2,-8,-0.2,0.6,8
COc1ccc(CCNC(=S)Nc2ccc(C(C)=O)cc2)cc1,-7,0.9,-0.9,3
O=C(O)Cc1cccc(C(=O)Nc2ccc3c(c2)OCO3)c1,1,0.0,-1.4,1
O=C(O)C(Cc1c[nH]c2ccccc12)NS(=O)(=O)c1ccccc1 (configuration not stated),5&6,-0.8&0.0,-0.1&0.7,-12&-2
O=C(O)c1cc(=O)n(CN2CCN(CCO)CC2)c(=O)[nH]1,7,-0.1,-0.1,-8
COc1ccc(S(=O)(=O)Cc2ccc(C(=O)NC3CCCCCC3)o2)cc1,22,0.6,0.2,10
C/C(=N\N=C1/NC(=O)CS1)c1c[nH]c2ccccc12,12,-0.1,-0.9,8
C=CCNC(=O)Cc1ccc([N+](=O)[O-])cc1,11,0.1,-1.2,0
Cc1ccccc1OCCOCCN1CCN(C)CC1,73*,-0.1,-1.3,-3
Cc1ccc(OCCN(C)C(=O)CCc2nnc(-c3cc(C)oc3C)o2)cc1,-13,0.0,-0.6,-71

# Compound activity as filed in PubChem.
